TDP2 absorb = human TDP2 enzyme inhibitors, primary screen, biochemical, epi absorbance, recombinant enzyme | Tyrosyl-DNA phosphodiesterase 2 (Homo sapiens), O95551 | T5PNP hydrolysis, p-nitrophenol absorbance 415 nm | inhibition, % at 12.8 µM | hit rate 0.34% among 370,000;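 active means inhibition above the mean of all tested compounds plus 3 SD, set per campaign, cut at about 25% in these data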;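 further: 0% = DMSO with enzyme and 100% = buffer with substrate but no TDP2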
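System: recombinant human TDP2 / Amount: 120 nM TDP2 per well / Also added: 5 mM T5PNP chromogenic substrate / Doses: 12.8 µM single point, 1% DMSO / Incubation: 2 h at 37 °C / Detection: p-Nitrophenol epi absorbance / Evaluation: % inhibition relative to enzyme-containing and enzyme-free wells / Repeats: singlicate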
DDE Tn7 FP inh = inhibitors of Tn7 peptide binding to fibrin DD(E), primary screen, biochemical, fluorescence polarization, human fibrin, Tn7 probe; Fibrinogen beta chain (Homo sapiens), P02675; FP displacement of FITC-Tn7 peptide from fibrin DD(E); 0% = median of compound wells per plate; inhibition, % at 8.3 µM; hit rate 0.13% among 370,000; AID 720508, 2013;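 active means inhibition above the mean of compounds falling within the control limits plus 3 SD of them, cut at about 14% in these data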;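 further: 0% = plate median of compound wells and 100% = 10 µM Aha-Tn7 peptide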
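Assay system: Human clot-derived fibrin DD(E) complex | Buffer or medium: Tris/NaCl/CaCl2 buffer, pH 7.8 | Repeats: One replicate per compound | Benchmarks: Aha-Tn7 high control | Measure: % inhibition scaled between sample-field median and high-control FP | Schedule: 10 min plus 3 h, room temperature | Signal: Fluorescence polarization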
ARFGAP1 inh = inhibitors of rat ARFGAP1 GAP activity, primary screen, biochemical, fluorescence polarization, GDP tracer | ADP-ribosylation factor GTPase-activating protein 1 (Rattus norvegicus), Q62848 | Arfgap1-stimulated ARF1 GTP hydrolysis, GDP FP detection | inhibition, % at 16.5 µM | hit rate 0.26% among 360,000 | AID 651572, 2012;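 active means inhibition above a per-plate limit, mean inhibition of low control wells plus 3 SD, cut at about 25% in these data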;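 further: 0% = DMSO wells with enzyme and 100% = wells lacking Arfgap1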
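Assay system: Rat Arfgap1 GAP domain (His6, aa 1-136), purified enzyme | Buffer or medium: HEPES 25 mM pH 7.5, NaCl 150 mM, MgCl2, DTT | Schedule: GTP hydrolysis reaction 2 h at 25 °C | Signal: FP of antibody-bound GDP Alexa 633 tracer, ex 620/em 688 nm | Measure: Percent inhibition of Arfgap1-stimulated GTP hydrolysis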
PLC-gamma1 inh = PLC-gamma1 enzyme inhibitors, primary screen, biochemical, fluorescence, purified enzyme; 1-phosphatidylinositol 4,5-bisphosphate phosphodiesterase gamma-1 (Homo sapiens), P19174; fluorogenic substrate; inhibition, % at 12.2 µM; hit rate 0.84% among 370,000; AID 720700, 2013; in the data active means inhibition above about 9.5%
ADAM17 inh = ADAM17 inhibitors, primary screen, biochemical, QFRET. Disintegrin and metalloproteinase domain-containing protein 17 (Homo sapiens), P78536. recombinant ADAM17, EDANS/DABCYL FRET peptide cleavage. inhibition, % at 6.95 µM. hit rate 0.83% among 370,000;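 active means inhibition above the mean of compounds lying between control limits plus 3 SD, set per campaign, cut at about 8.5% in these data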;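 further: 0% = DMSO-only wells as the low control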
ADAM10 inh = human ADAM10 inhibitors, primary screen, biochemical, QFRET, HTS; Disintegrin and metalloproteinase domain-containing protein 10 (Homo sapiens), O14672; recombinant ADAM10, EDANS/DABCYL FRET peptide cleavage, 3 h; inhibition, % at 7 µM; hit rate 0.62% among 370,000; AID 720582, 2013;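 active means inhibition above a per-campaign cutoff equal to the mean of compounds falling between control-based bounds plus 3 SD, cut at about 20% in these data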;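 further: 0% = DMSO wells while the 100% control is not disclosed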
PLC-beta3 inh = human PLC-beta3 inhibitors, primary screen, biochemical, fluorescence; Purified PLC-beta3, fluorogenic substrate; 1-phosphatidylinositol 4,5-bisphosphate phosphodiesterase beta-3 (Homo sapiens), Q01970; inhibition, % at 12.2 µM; hit rate 0.18% among 370,000; in the data active means inhibition above about 11%;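 further: 0% = median of compound wells on plate and 100% = full blocker control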
Target sequence (Q01970 whole entry, looked up): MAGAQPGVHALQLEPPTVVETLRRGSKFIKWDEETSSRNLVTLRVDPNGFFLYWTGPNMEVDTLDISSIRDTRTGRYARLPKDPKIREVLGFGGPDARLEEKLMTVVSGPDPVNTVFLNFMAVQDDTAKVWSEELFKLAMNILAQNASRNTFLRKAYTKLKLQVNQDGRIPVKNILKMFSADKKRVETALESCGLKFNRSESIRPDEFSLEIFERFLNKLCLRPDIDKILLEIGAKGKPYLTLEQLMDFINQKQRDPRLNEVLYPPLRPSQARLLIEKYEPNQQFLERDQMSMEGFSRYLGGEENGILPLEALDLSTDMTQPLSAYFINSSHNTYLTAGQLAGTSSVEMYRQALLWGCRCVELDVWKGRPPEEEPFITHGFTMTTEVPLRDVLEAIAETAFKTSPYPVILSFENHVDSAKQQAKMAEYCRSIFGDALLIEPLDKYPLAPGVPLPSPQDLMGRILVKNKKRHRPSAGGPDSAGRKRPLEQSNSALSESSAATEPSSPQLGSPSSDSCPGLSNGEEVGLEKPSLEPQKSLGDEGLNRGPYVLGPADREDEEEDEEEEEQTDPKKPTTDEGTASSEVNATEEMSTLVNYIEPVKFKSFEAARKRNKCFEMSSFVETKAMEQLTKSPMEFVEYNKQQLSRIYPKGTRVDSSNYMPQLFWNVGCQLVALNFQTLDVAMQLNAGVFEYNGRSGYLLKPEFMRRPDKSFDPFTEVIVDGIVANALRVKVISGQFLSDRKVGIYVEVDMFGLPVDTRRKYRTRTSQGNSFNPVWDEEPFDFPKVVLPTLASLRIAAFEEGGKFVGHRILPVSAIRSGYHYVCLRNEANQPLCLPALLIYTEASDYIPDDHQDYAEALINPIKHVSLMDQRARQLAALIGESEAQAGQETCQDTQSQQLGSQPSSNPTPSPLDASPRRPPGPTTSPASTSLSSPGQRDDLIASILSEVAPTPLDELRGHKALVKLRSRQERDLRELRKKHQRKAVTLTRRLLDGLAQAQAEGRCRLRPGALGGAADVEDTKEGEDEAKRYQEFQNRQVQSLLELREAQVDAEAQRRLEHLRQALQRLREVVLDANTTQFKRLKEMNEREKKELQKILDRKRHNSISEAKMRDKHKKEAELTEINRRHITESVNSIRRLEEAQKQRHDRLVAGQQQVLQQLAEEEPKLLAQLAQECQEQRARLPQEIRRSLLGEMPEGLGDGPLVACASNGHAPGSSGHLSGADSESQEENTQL
SIAE primary = human SIAE inhibitors, primary screen, biochemical, fluorescence polarization, FP-Rh probe, 1536-well HTS. Sialate O-acetylesterase (Homo sapiens), Q9HAT2. SIAE FP-Rh probe binding. inhibition, % at 9.66 µM. hit rate 0.69% among 370,000. AID 1053197, 2014;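 active means inhibition above a cutoff: mean of compounds within the control limits plus 3 SD of those, cut at about 17% in these data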;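 further: 0% = plate median of compound wells and 100% = probe without SIAE protein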
Tn6 DDE FP = inhibitors of Tn6 peptide binding to fibrin DD(E), primary screen, biochemical, fluorescence polarization, human fibrin, Tn6 probe. hit rate 0.21% among 370,000. AID 720509, 2013. inhibition, % at 8.3 µM. Fibrin DD(E) TRITC-Tn6 fluorescence polarization displacement. Fibrinogen beta chain (Homo sapiens), P02675;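 active means inhibition above a per-campaign cutoff: mean of compounds within control limits plus 3 SD, cut at about 15% in these data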;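 further: 0% = median of all compound wells on the plate and 100% = blocking peptide control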
ASAP1 inh = inhibitors of human ASAP1 ArfGAP activity, primary screen, biochemical, fluorescence polarization; inhibition, % at 16.5 µM; ASAP1-stimulated ARF1 GTP hydrolysis, GDP FP detection; hit rate 0.19% among 360,000; Arf-GAP with SH3 domain, ANK repeat and PH domain-containing protein 1 (Homo sapiens), …; in the data active means inhibition above about 25%;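 further: 0% = vehicle with enzyme and substrate and 100% = no enzyme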
An asterisk follows results filed as active; i = inactive; nt = no result given.

SMILES | TDP2 absorb | DDE Tn7 FP inh | ARFGAP1 inh | PLC-gamma1 inh | ADAM17 inh | ADAM10 inh | PLC-beta3 inh | SIAE primary | Tn6 DDE FP | ASAP1 inh
COc1ccccc1-n1cnc2c(c1=O)c1nc3ccccc3nc1n2-c1ccc(C)c(C)c1 | -6 | -4 | -6 | -6 | -1 | 4 | -9 | 3 | -1 | 0
O=C(CCCN1C(=O)/C(=C/c2cccs2)SC1=S)Nc1cccnc1 | 4 | 2 | 4 | -1 | -4 | -1 | 0 | -13 | 0 | -3
CCOC(=O)N1CCN(C(=O)c2ccccc2NC(C)=O)CC1 | 0 | -11 | 5 | 2 | 1 | -5 | 1 | 8 | 2 | -5
CCOC(=O)c1csc(-c2ccc3c(c2)CCO3)n1 | 0 | -5 | 7 | 1 | 0 | 7 | -10 | 7 | -2 | 10
COc1ccc(N/N=C(/C(N)=O)C2=NC(C)(C)Cc3ccccc32)cc1 | -16 | -13 | -13 | 2 | 14* | 28* | 6 | 8 | 2 | 10
Cn1c(CNC(=O)CCNC(=O)c2cccc(Cl)c2)cc(=O)n(C)c1=O | 4 | 2 | 11 | 1 | -5 | -4 | -6 | -7 | -6 | -4
O=C(N[C@@H](Cc1c[nH]c2ccccc12)C(=O)O)C1CCN(S(=O)(=O)c2cccs2)CC1 | 5 | 0 | 2 | 0 | -2 | 1 | -5 | -4 | -1 | 8
CC1Oc2ccccc2N(Cc2ccc(F)cc2)C1=O (stereo not drawn) | -3 | -2 | -7 | 0 | -3 | -3 | -4 | -6 | -7 | 5
COc1cc(C2c3c(n[nH]c3C)C(=O)N2c2ccc(Br)cc2)ccc1O (stereo not drawn) | 4 | 7 | -4 | 1 | 1 | 7 | -5 | 1 | -3 | 1
O=C(NCCc1ccccc1)c1c(F)c(F)c(F)c(F)c1F | 2 | 5 | -2 | 0 | 3 | 3 | 0 | -2 | 0 | 1
Cc1cc(C)c(C)c(OCC(=O)O/N=C(\N)c2cccnc2)c1 | -2 | 10 | 3 | -8 | -6 | -1 | -19 | -1 | 3 | -11
CCOC(=O)C(C)Oc1ccc(NC(=O)C(Cl)(Cl)Cl)cc1 (stereo not drawn) | 8 | 4 | -10 | -1 | 0 | 1 | -5 | -1 | 2 | -1
Cc1ccc(OCCn2c(C)nc3ccccc32)cc1 | 9 | -9 | 6 | 4 | -5 | -3 | -7 | 1 | -3 | 6
C/C(=N\NC(=O)CN1CCN(S(=O)(=O)c2ccc(C)cc2)CC1)c1ccncc1 | 9 | 4 | -13 | 0 | -5 | -5 | -9 | 1 | 4 | 0
Cc1nc2sc(C#N)c(N)c2c2c1CCCC2 | 0 | -1 | -6 | i | -189 | i | i | -2 | -5 | 8
CC(C)N1CCCCC(NC(=O)c2ccc(-c3ccccc3)cc2)C1=O (stereo not drawn) | 3 | -1 | nt | 2 | -1 | 1 | 0 | -2 | 0 | nt
O=C(NCC(c1cccs1)N1CCOCC1)c1ccccc1NS(=O)(=O)c1ccc(Cl)c([N+](=O)[O-])c1 (stereo not drawn) | 3 | -5 | 2 | 2 | 4 | 7 | 5 | 4 | 7 | 8
COc1ccc(CCNC(=O)Oc2ccccc2)cc1OC | 13 | 3 | -8 | 3 | -1 | 7 | 1 | 7 | -9 | 7
O=C(CSc1nn(-c2ccc(F)cc2)c(=S)s1)NCC1CCCO1 (stereo not drawn) | 11 | -1 | -3 | 3 | -2 | -2 | 2 | 9 | 0 | -3
COc1ccc(/C=C(/NC(=O)c2ccccc2)C(=O)Nc2cccc(C(=O)O)c2)cc1 | 9 | 4 | 4 | 3 | 0 | -2 | -4 | 6 | 6 | 5
NC(Cc1ccc(F)cc1)c1csc(Nc2ccc(S(N)(=O)=O)cc2)n1 (stereo not drawn) | 6 | -2 | 10 | -4 | -6 | -20 | -8 | 8 | 7 | 3
CC(C)C1Oc2ccccc2C(=O)N(CC(=O)c2ccc3c(c2)OCCO3)C1=O (stereo not drawn) | 10 | -1 | -15 | -4 | -6 | -25 | -5 | 1 | 1 | 9
CCOC(=O)C1CCN(C(=O)c2cc(S(=O)(=O)N3CCCCCC3)ccc2OC)CC1 | -1 | -3 | -16 | 4 | -1 | 2 | 4 | 12 | -3 | 1
C=CCN(CC=C)C(=S)NC(=O)/C=C/c1ccc(C)cc1 | 2 | 3 | -3 | -1 | 4 | 7 | 5 | 4 | 4 | 3
COc1cccc(/C=C2\NC(=O)NC2=O)c1O | 7 | -8 | -2 | -12 | 0 | 8 | -23 | -3 | 2 | -4
C=CCn1c(SCC(=O)N2c3ccccc3Sc3ccccc32)nnc1-c1ccco1 | -8 | 2 | -8 | 2 | -1 | 3 | -2 | 7 | -2 | 0
N#Cc1ccccc1OCC(=O)Nc1c(C(=O)C2CC2)oc2ccccc12 | 13 | -4 | -2 | 0 | -3 | -17 | 3 | -2 | 1 | 2
Cc1ccc(S(=O)(=O)n2cnc3ccccc32)cc1 | 4 | 1 | -4 | -2 | -3 | -10 | 1 | -1 | 9 | -2
CC(Sc1nnc(-c2ccco2)o1)C(=O)NCCC1=CCCCC1 (stereo not drawn) | 7 | -5 | 0 | 0 | -3 | -2 | -7 | -3 | 6 | -16
CCN(CC)c1ccc(C(=O)Nc2ccccc2)cc1[N+](=O)[O-] | 7 | -1 | -4 | 2 | 4 | 7 | 4 | -1 | 4 | 0
COc1ccc(NC(=O)CC2C(=O)NCCN2C(=O)c2ccc(Cl)cc2)cc1 (stereo not drawn) | -2 | 5 | -12 | 4 | 0 | 1 | -7 | 1 | 3 | -3
COC(=O)/C=C1\SC(N)=NC1=O | -1 | 8 | -7 | 1 | -4 | 4 | -5 | -4 | 4 | -14
CC(C)CCN1CCN(Cc2cc3ccccc3[nH]2)CC1CCO (stereo not drawn) | -18 | 0 | 1 | -3 | -2 | 5 | -7 | 1 | 4 | 6
CCc1ccccc1OCCOc1ccc(C)cc1OC | 6 | 3 | 3 | 2 | -4 | -1 | -2 | -5 | 0 | 3
O=C(C/C(=N/O)c1ccccc1O)C(F)F | -1 | 4 | 11 | -2 | -3 | 2 | 1 | -3 | 0 | -6
CCOc1ccc(C(=O)Nc2ncccc2Cl)cc1 | 1 | 0 | 4 | 0 | -14 | -6 | -1 | -5 | -1 | 6
CCOC(=O)C1=C(c2ccccc2)NC(=O)NC1c1ccsc1 (stereo not drawn) | 1 | -6 | -3 | 2 | 0 | -2 | -5 | 5 | 6 | -8
O=C(CCS(=O)(=O)c1ccccc1)NNC(=O)CSc1ccccc1F | -2 | 1 | 11 | 4 | -6 | -11 | -4 | 9 | -1 | -8
Cc1cnc(NC(=O)C2CC(=O)N(c3cccc(Cl)c3)C2)s1 (stereo not drawn) | 3 | -2 | 2 | 6 | -1 | 6 | -1 | 9 | -8 | -3
CCN(CC)c1ccc(/C=C2\C(=N)N3N=C(CC(=O)N4CCOCC4)SC3=NC2=O)cc1 | -6 | -9 | -1 | -1 | -1 | 3 | -28 | -17 | 9 | 15
CC(C)Oc1nc(-c2ccc(Cl)cc2)nc2ccccc12 | -12 | -1 | 9 | 4 | 0 | 10 | -6 | -2 | 3 | 5
O=C(Nc1ccc(NC(=O)C2CCCCC2)nc1)c1ccco1 | 0 | -5 | 0 | 0 | -3 | -5 | 3 | 1 | -5 | 3
O=C(O)C1CCN(c2nc(-c3ccccc3)c3cc(Br)ccc3n2)CC1 | 14 | -5 | 7 | -87 | -9 | -30 | -127 | -12 | -1 | -1
CCOc1cc(/C=N\Nc2ccc([N+](=O)[O-])cc2)ccc1OCC(=O)Nc1ccc(C)c(C)c1 | -9 | 0 | 13 | -4 | -2 | -6 | -4 | 0 | -7 | 12
c1ccc(Cc2nnc3sc(-c4ccc5c(c4)OCO5)nn23)cc1 | -1 | -1 | -10 | -4 | -11 | -18 | -5 | -1 | 6 | 8
Cc1cccc(OCCn2c(-c3ccco3)nc3ccccc32)c1 | -11 | -6 | -5 | -2 | 0 | -8 | -7 | -5 | 3 | 1
O=C(NNC(=O)C1CCN(S(=O)(=O)c2ccc(Cl)cc2)CC1)c1ccccc1O | -7 | 4 | 7 | -16 | -44 | -92 | -40 | 4 | 3 | 11
CCO[C@@H]1OC(C(=O)NCc2nc3ccccc3[nH]2)=C[C@H](c2coc3ccccc3c2=O)[C@H]1CCCO | 6 | 2 | -3 | -1 | -1 | 0 | 3 | 9 | 6 | -3
Cc1nnc(NC(=O)CSc2ncc(-c3ccccc3)[nH]2)s1 | -8 | -1 | 8 | -2 | -2 | -4 | -7 | 0 | -4 | 8
COc1ccccc1CCC(=O)OCC(=O)Nc1ccc(C)c(S(=O)(=O)N2CCCCC2)c1 | -1 | 4 | 0 | 2 | 6 | 8 | -3 | -28 | 3 | 3
O=C(CCNC(=O)C1CCN(S(=O)(=O)c2ccccc2)CC1)NCc1cccc(Cl)c1 | -4 | -2 | 12 | 3 | 1 | -10 | -2 | 0 | -7 | 1
CCOC(=O)c1ccc[n+]([O-])c1 | -4 | 0 | -6 | 1 | -6 | -20 | 0 | 0 | 9 | 3

3 entries already listed, ordered by their value in ARFGAP1 inh, low to high:
smiles | ARFGAP1 inh
Cc1cccc(OCCn2c(-c3ccco3)nc3ccccc32)c1 | -5
O=C(NNC(=O)C1CCN(S(=O)(=O)c2ccc(Cl)cc2)CC1)c1ccccc1O | 7
Cc1nnc(NC(=O)CSc2ncc(-c3ccccc3)[nH]2)s1 | 8

Screening results as filed in PubChem.
